Bioassay records as filed in PubChem BioAssay.
D1 ag: human D1 receptor agonism; P21728; HEK293 T-REx D1 cells, calcium flux, agonist mode; activation, % at 2 µM; 1% of 360,000 active; in the data active = activation above about 30%; also: 0% is about no effect
Target sequence (P21728 whole entry, looked up): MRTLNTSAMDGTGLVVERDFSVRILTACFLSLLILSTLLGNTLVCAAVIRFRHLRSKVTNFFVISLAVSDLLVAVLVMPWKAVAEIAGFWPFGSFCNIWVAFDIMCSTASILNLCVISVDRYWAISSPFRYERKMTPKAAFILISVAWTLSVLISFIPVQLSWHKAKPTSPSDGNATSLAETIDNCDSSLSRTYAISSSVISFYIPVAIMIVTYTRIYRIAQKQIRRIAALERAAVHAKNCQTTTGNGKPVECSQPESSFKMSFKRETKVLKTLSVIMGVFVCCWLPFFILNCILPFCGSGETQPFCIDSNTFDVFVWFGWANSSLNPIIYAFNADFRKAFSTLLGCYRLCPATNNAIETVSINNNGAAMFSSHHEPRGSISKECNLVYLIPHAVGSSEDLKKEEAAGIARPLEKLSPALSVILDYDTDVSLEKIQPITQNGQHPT
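Agonism was scored from calcium flux recorded over 180 s (1 read/s) after pintool compound addition, following a 10-cycle baseline. Cells were inducible force-coupled HEK293 TREx D1, plated overnight at 30 C and loaded with no-wash calcium dye.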
RXFP1 ag: RXFP1 (human) receptor agonism | HEK293T-RXFP1 cAMP TR-FRET, 30 min; response scale: percent of porcine relaxin response, buffer zero | 0.3% of 370,000 active | AID 2676 | Potency, µM (highest dose often 57.5 µM), for the others: at the top dose activation, actives largely listed as activators; also: potency is read from the fitted curve at half-maximal effect; % is scaled to controls: 0 for no effect and ±100 for the full control effect; nearly all actives have a fitted effect of over 60% in size; many of its hits are not listed in these tables
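cAMP rise read by TR-FRET after 30 min, 37C compound exposure (up to 58 uM) in RXFP1-transfected HEK293 cells with Ro 20174 present. EC50 from Hill-equation fits, with 29 nM porcine relaxin as 100% and buffer as basal.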
RXFP1 antagonist: antagonists of human relaxin receptor RXFP1; 0.59% of 350,000 active; AID 1259400; activity change, negative = inhibition, % at 57.5 µM; HEK293-RXFP1, relaxin-stimulated cAMP HTRF, 30 min; active compounds read low;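 active = activity change of -60% or lower, but not beyond a set lower limit; inconclusive = change between -60% and -40%, or beyond the set limit; inactive = change above -40%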; also: % is scaled to controls: 0 for no effect and ±100 for the full control effect
D2 PAM: positively modulates the human D2 dopamine receptor allosterically. HEK293 T-REx D2, calcium flux, EC20 dopamine potentiation. potentiation, % at 10 µM. 0.34% of 340,000 active. P14416. AID 485347;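 active = potentiation over 3 SD above the plate norm, cut at about 30% in these data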; also: 0% is about no effect
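Cells plated with tetracycline inducer and held overnight at 30 C; calcium dye loaded 30–90 min at room temperature; baseline taken, compound added and read 180 s; EC20 dopamine then added and read 180 s.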
Apoferritin bind: binds horse apoferritin like a general anesthetic; P02791; 0.074% of 350,000 active; Potency, µM (highest dose often 77.5 µM), inactives show top-dose activity change, negative = displacement, most hits filed as inhibitors; apoferritin/1-aminoanthracene competitive binding, fluorescence; also: potency is read from the fitted curve at half-maximal effect; % is scaled to controls: 0 for no effect and ±100 for the full control effect; nearly all actives have a fitted effect of over 20% in size
Target sequence (P02791 2-175 limits assumed): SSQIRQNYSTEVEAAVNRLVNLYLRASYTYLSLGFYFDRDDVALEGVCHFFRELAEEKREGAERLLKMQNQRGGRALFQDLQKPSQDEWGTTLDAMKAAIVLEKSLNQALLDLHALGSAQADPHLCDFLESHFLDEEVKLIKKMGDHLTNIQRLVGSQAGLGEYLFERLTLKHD
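In PBS, apoferritin at 10 uM is loaded with 1-AMA from a 50% saturated solution. After 10 min of compound exposure at ambient temperature, reduced 535 nm fluorescence indicates probe displacement.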
D1 antagonist: antagonists of human D1 dopamine receptor. P21728. activity change, negative = inhibition, % at 10 µM. HEK293 TREx D1 cells, calcium flux, dopamine EC80; active compounds read low. 3.2% of 360,000 active; in the data active = activity change below about -30%; also: % is scaled to controls: 0 for no effect and ±100 for the full control effect
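After overnight tetracycline induction at 30 C, force-coupled D1 HEK293 cells took up a no-wash calcium dye at room temperature. Compounds were added and monitored 180 s, and the response to EC80 dopamine was then recorded.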
TRHR ag: agonists of human TRH receptor; TRHR cells, calcium flux fluo-8, FDSS agonist mode; activation, % at 2 µM; 0.18% of 360,000 active; AID 493084; in the data active = activation above about 30%; also: 0% is about no effect
Target sequence (P34981 whole entry, looked up): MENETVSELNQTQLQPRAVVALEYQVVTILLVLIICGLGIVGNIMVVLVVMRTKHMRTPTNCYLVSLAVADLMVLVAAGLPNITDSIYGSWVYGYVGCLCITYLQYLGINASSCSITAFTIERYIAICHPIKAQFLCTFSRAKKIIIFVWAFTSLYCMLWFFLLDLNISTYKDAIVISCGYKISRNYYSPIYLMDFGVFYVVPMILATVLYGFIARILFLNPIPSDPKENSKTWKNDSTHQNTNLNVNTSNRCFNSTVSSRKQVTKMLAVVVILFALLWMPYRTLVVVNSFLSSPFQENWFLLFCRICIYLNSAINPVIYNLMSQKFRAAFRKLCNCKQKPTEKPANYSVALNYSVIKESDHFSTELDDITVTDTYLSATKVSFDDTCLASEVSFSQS
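Agonist-mode FDSS calcium read (Ex 480/Em 530, 1 s cycles) in 1536-well TRHR cells with fluo-8 dye, after 10-cycle baseline and 23 nL compound addition; TRH at EC20 (10 nM final) added afterwards for the enhancer phase.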
TRHR PAM: allosteric enhancers of human TRH receptor; enhancement, % at 2 µM; 0.66% of 360,000 active; TRHR cells, fluo-8 calcium fluorescence, EC20 TRH enhancement; AID 493056; in the data active = enhancement above about 30%; also: 0% is about no effect
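Enhancer read-out: after compound pinning and an initial kinetic agonist-mode read, an EC20 of TRH (10 nM final) was injected and fluo-8 calcium signal (Ex 480/Em 530) followed at 1 s/cycle for 100 cycles in TRHR-expressing cells.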
D1 PAM: human D1 dopamine receptor positive modulation | 0.036% of 360,000 active | potentiation, % at 10 µM | HEK293 TREx D1 cells, calcium flux, dopamine EC20 potentiation | P21728; in the data active = potentiation above about 30%; also: 0% is about no effect
* = called active by the depositor; ? = inconclusive; / = not tested or not shown; & = joins results of further samples; [ ] = remark or other dose. Unless noted, calls follow the shape of the dose curve; as a rule, active = well fitted curve in the direction sought with a large enough effect; inconclusive = small, poorly fitted or top-dose-only effect, or another doubt; inactive = no such curve, though single readings can be large; an effect the other way counts as inactive or inconclusive. This is a subset. The share of hits here may be higher or lower than overall.

SMILES | D1 ag | RXFP1 ag | RXFP1 antagonist | D2 PAM | Apoferritin bind | D1 antagonist | TRHR ag | TRHR PAM | D1 PAM
CNS(=O)(=O)c1ccc(-c2ccc(C=C3C(=O)NC(=O)NC3=O)o2)cc1 | 2 | 0.6% | / | -3 | -14% | -7 | -0.2 | 0 | -3
COC(=O)C1C2c3ccccc3OC1(C)N=c1s/c(=C/c3cnn(C)c3C)c(=O)n12 (stereo unspecified) | 3 | 3.1% | -9 | -3 | -12% | -12 | 0.7 | -1 | -5
O=c1[nH]c(=O)n(-c2ccc(Br)cc2)c(O)c1C=NCCN1CCCCC1 | 0 | -6.3% | -4 | 5 | 6% | 8 | 1.1 | 3 | -1
Cc1cc(=O)[nH]c(CCl)n1 | 3 | 3.0% | 7 | 5 | -3% | -15 | 0.4 | -1 | -6
COc1ccc(NC(=O)c2sc3nc4c(cc3c2N)N2CCC4CC2)cc1OC | 1 | 1.4% | -13 | -1 | 75%[activator] | 21 | 0.4 | -11 | 0
FCCN(CCF)c1cccc(Cl)c1 | 0 | -1.4% | 5 | 16 | -8% | -34* | -0.9 | 5 | 4
CCCC(=O)NC(Oc1ccccc1Cl)C(Cl)(Cl)Cl (stereo unspecified) | 0 | 0.4% | 2 | -1 | ? | 4 | 0.4 | 8 | -1
Cn1ncnc2c(=O)n(C)c(=O)nc1-2 | 7 | -0.1% | / | 10 | -9% | 10 | -1.4 | 6 | 5
Fc1ccccc1N1CCN(Cc2ccc3c(c2)OCO3)CC1 | 2 | -0.5% | -13 | -21 | -12% | -19 | -0.3 | 0 | -14
CC(C)CCNC(=O)c1c(N)n(Cc2ccc3c(c2)OCO3)c2nc3ccccc3nc12 | 1 | 5.9% | 10 | -4 | -10% | 5 | 1.0 | 1 | -6
COc1ccc(CC2c3cc(OC)c(OC)cc3CCN2C)cc1OC (stereo unspecified) | 2 | -0.2% | 14 | / | 6% | -15 | 0.8 | -4 | -6
O=C(C1CCN(S(=O)(=O)N2CCOCC2)CC1)N1CCC2(CC1)OCCO2 | 5 | -2.0% | -15 | 11 | -10% | -9 | -0.6 | 7 | -4
O=c1[nH]c(=S)n(CCC2=CCCCC2)c(O)c1C=NC1CCN(Cc2ccccc2)CC1 | -1 | 5.4% | -7 | 8 | -14% | 1 | 0.7 | 3 | -1
CCC(=O)N1CC(=O)Nc2ccc(Cl)cc2C1c1ccc(F)cc1 (stereo unspecified) | 5 | 0.8% | -11 | -1 | -4% | 6 | -0.4 | -7 | 2
CCOc1cccc(CNCCc2c(C)[nH]c3ccc(OC(F)(F)F)cc23)c1O | 117* | -1.6% | -22 | -9 | -13% | -20 | -2.3 | 3 | -2
COc1ccc(-n2c(O)c(C=NCCN3CCN(C(C)=O)CC3)c(=O)[nH]c2=S)cc1 | 3 | 4.5% | -6 | 8 | 21% | -10 | 1.1 | 6 | 6
Nc1c(C(=O)OCc2ccccc2)c2nc3ccccc3nc2n1Cc1cccs1 | 2 | 1.1% | 18 | -8 | 60%[activator] | -30* | 0.0 | -3 | -4
Cc1cccc(NC(=O)N2CCCC2)c1 | 3 | 1.6% | 0 | -1 | -15% | 7 | -0.1 | -3 | -5
c1cncc(CNC2=NCCCCC2)c1 | 3 | -0.6% | -5 | -3 | -6% | -47* | 0.9 | -9 | -1
Cc1ccc2nc(NC(=O)c3cccn(Cc4ccccc4F)c3=O)sc2c1 | 3 | 14% | / | 4 | 3% | -9 | 0.3 | -4 | -6
N=C1c2ccccc2CN1NC(=O)c1ccc(Cl)cc1 | 2 | 2.8% | -14 | -8 | -7% | -13 | 0.6 | 18 | -6
c1ccc(C2NCCc3[nH]cnc32)cc1 (stereo unspecified) | 4 | -0.5% | -2 | 4 | -2% | -2 | 2.2 | -4 | -2
CC(C)OC12Oc3ccccc3C=C1N1CCC2CC1 (stereo unspecified) | 1 | -1.2% | -2 | 9 | -22% | 7 | 0.0 | 2 | 1
O=[N+]([O-])/C=C1/NCCN1Cc1ccc(Cl)nc1 | 0 | 4.7% | 6 | -13 | 0% | -13 | 0.6 | -1 | -2
COC(=O)C(O)(c1ccc(NC(=S)NC(=O)c2ccccc2)cc1)C(F)(F)F (stereo unspecified) | 16 | 0.4% | -1 | 14 | ? | 0 | 1.7 | -7 | -6
Cc1ccccc1CN1CCNCC1 | 4 | 0.8% | 2 | -9 | -5% | -4 | 1.9 | -12 | 6
O=C(O)[C@@H]1C[C@H]1[C@@H](NP(=O)(c1ccccc1)c1ccccc1)c1ccccc1 | -3 | 1.8% | / | / | -1%&-10% | -4 | -0.1 | 15 | 0
Cc1ccsc1C(=O)C1CCCN(Cc2ccccc2O)C1 (stereo unspecified) | 0 | -0.1% | -21 | -20 | ? | -12 | -2.5 | 0 | -8
CN(Cc1ccccc1)C(=C(Cl)Cl)/C(=C1/NCCN1Cc1ccc(Cl)nc1)[N+](=O)[O-] | -1 | 0.1% | 6 | 7 | -21% | -19 | 0.1 | 4 | 1
COc1ccccc1N1CCN(Cc2ccc(Br)s2)CC1 | -2 | -0.7% | -22 | -23 | -10% | 3 | -0.9 | 2 | -7
COc1cccc(CN2CCNCC2)c1 | 1 | -0.3% | 1 | -16 | 5% | 6 | 0.8 | -1 | -3
COc1ccc(OCC(=O)N2CCN(C(C)C)CC2)cc1 | 2 | 0.9% | 12 | 0 | -10% | 12 | 0.7 | 3 | -3
COC(=O)C1=C(c2ccc(-c3ccccc3)c(F)c2)C[C@@H]2CC[C@H]1N2C(=O)NCCO | 1 | -0.2% | / | -2 | / | -40* | -0.4 | 0 | -2
COc1cc(OC)c2c(c1)OCC1CON(C)C21 (stereo unspecified) | 8 | -1.1% | -22 | 7 | -14% | -10 | 0.2 | 2 | -2
O=c1[nH]c(=O)n(Cc2ccco2)c(O)c1C=NC1CCN(Cc2ccccc2)CC1 | 4 | 7.1% | -7 | -9 | 4% | -29 | 1.7 | 0 | -5
CCCCn1c(O)c(C(C)=NCC2CCCO2)c(=O)[nH]c1=O (stereo unspecified) | 0 | 1.0% | -9 | 8 | -12% | / | 0.1 | 7 | -2

One compound at a time, from the list above:
`COC(=O)C1=C(c2ccc(-c3ccccc3)c(F)c2)C[C@@H]2CC[C@H]1N2C(=O)NCCO` in the list: D1 ag = 1; RXFP1 ag = -0.2%; RXFP1 antagonist = /; D2 PAM = -2; Apoferritin bind = /; D1 antagonist = -40*; TRHR ag = -0.4; TRHR PAM = 0; D1 PAM = -2
`COc1ccc(OCC(=O)N2CCN(C(C)C)CC2)cc1` in the list: D1 ag = 2; RXFP1 ag = 0.9%; RXFP1 antagonist = 12; D2 PAM = 0; Apoferritin bind = -10%; D1 antagonist = 12; TRHR ag = 0.7; TRHR PAM = 3; D1 PAM = -3

Going on with the list.
SMILES | D1 ag | RXFP1 ag | RXFP1 antagonist | D2 PAM | Apoferritin bind | D1 antagonist | TRHR ag | TRHR PAM | D1 PAM
c1csc(CN2CCNCC2)c1 | 2 | 1.3% | -5 | -3 | -2% | 0 | 1.0 | 5 | -3
COC(=O)C1=C(c2cccc(OCc3ccccc3)c2)C[C@@H]2CC[C@H]1N2C(=O)NCc1ccc(OC)cc1 | 3 | 1.4% | / | 7 | / | 5 | 0.6 | 1 | 41*
Cn1cc(C(=O)N2CCC3(CC2)OCCO3)c2c3ccccc3n(C)c2c1=O | 0 | 1.0% | 7 | -4 | -11% | 0 | -0.2 | 3 | 1
CCCCOc1nc2ccccc2c(=O)n1-c1ccccc1 | 11 | -0.8% | / | -3 | 5% | 2 | -1.0 | 9 | -2
CCCCCn1c(NC(=O)c2ccco2)c(C(=O)OCC)c2nc3ccccc3nc21 | 9 | 9.9% | 0 | 8 | 142%[activator] | 5 | 2.0 | -3 | 0
CN1C(=O)C(Cc2ccsc2)C(=O)N(C)C1=O | 1 | 2.1% | -4 | 7 | -11% | 8 | -0.1 | -4 | -1
O=C(Oc1c(Cl)cc(Cl)c2ccccc12)N1CCCCC1 | 0 | 0.4% | -15 | -10 | -8% | 5 | -0.1 | -8 | 2
O=C(COc1ccc(Cl)cc1)Nc1ccc(Cl)cc1C(=O)c1ccccc1 | 2 | 0.2% | 9 | -1 | -4% | 8 | -1.0 | -6 | 1
COC(=O)C1=C(c2cccc(C#N)c2)C[C@@H]2CC[C@H]1N2C(=O)N1CCC(C)CC1 | -2 | 0.1% | / | -5 | / | -9 | 0.1 | -2 | 3
COc1ccc(NC(=O)CN2C(=O)C(C)N=C(c3ccccc3F)c3cc(Cl)ccc32)c(OC)c1 (stereo unspecified) | 1 | 1.3% | -19 | 0 | -7% | 4 | -1.1 | 0 | 6
CC(C)(O)[C@H]1O[C@H]2CC[C@@]3(C)[C@@](O)(CC[C@H]4Cc5c([nH]c6ccccc56)[C@@]43C)C2=CC1=O | 6 | 0.9% | / | 9 | -19% | -21 | 2.2 | -6 | -7
Cc1ccccc1CCNCc1ccc(Br)cc1 | 5 | 1.1% | -19 | -13 | -13% | 3 | -0.2 | 6 | -1
CCCCn1c(N)c(C(=O)NCCN2CCOCC2)c2nc3ccccc3nc21 | 7 | 2.7% | 2 | -1 | 545%[activator] | -1 | 1.8 | 1 | -1
CN1CCc2cccc(Cl)c2CC1 | 0 | -1.4% | / | -18 | / | -64* | 1.0 | 0 | -7
O=C1NC(=O)N(c2ccc(F)cc2)C(=O)/C1=C/c1ccc(N2CCOCC2)cc1 | -3 | -1.5% | -9 | 0 | -12% | -13 | 0.2 | -1 | 4
Cn1c(=O)c2c(ncn2CCCl)n(C)c1=O | 2 | 30% | 7 | -20 | -2% | -1 | 0.0 | -3 | 7
O=Cc1cn(Cc2c(F)cccc2Cl)c2ccccc12 | 5 | 1.6% | -7 | / | -19% | -5 | 2.9 | -3 | -1
COC(=O)C1=C(c2ccc(OC(F)(F)F)cc2)C[C@@H]2CC[C@H]1N2C(=O)N1CCC(C)CC1 | 1 | 1.6% | / | 7 | / | / | 0.1 | 2 | -7
COc1cccc(-n2c(O)c(C=NCc3ccc4c(c3)OCO4)c(=O)[nH]c2=O)c1 | 2 | 0.4% | -9 | -2 | -17% | 0 | 0.0 | 3 | 0
COc1ccc(C(=O)C2CCCN(Cc3cnc(C)s3)C2)cc1OC (stereo unspecified) | 3 | -1.1% | -8 | -2 | -2% | 3 | 0.5 | 9 | -2
O=C1NC(=O)N(CC2CCCO2)C(=O)/C1=C/c1cccs1 (stereo unspecified) | 0 | -2.6% | / | 9 | -6% | 4 | 0.6 | -1 | -8
